PPC-1+TRAIL kill = compounds killing PPC-1 cancer cells with TRAIL present, primary screen, TRAIL potentiator project, ATPLite luminescence, uHTS; cell killing (% activity), % at 4 µM; AID 1443, 2008; 220,000 tested, 0.41% active; PPC-1 cells + TRAIL, ATPLite viability luminescence;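 active means cell killing above 50% in the first pass at 4 µM, then a duplicate retest at 5 µM averaging 50% or more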;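 further: plate controls were cells with TRAIL plus DMSO for no effect and medium-only wells lacking cells for full effect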
Runt-SMMHC FRET = inhibitors of RUNX1 Runt–CBFb-SMMHC binding, primary screen, biochemical, FRET, Cerulean-Runt, Venus-CBFb-SMMHC, uHTS | 220,000 tested, 0.74% active | Cerulean-Runt/Venus-CBFb-SMMHC FRET ratio 530/480, 1 h | inhibition, % at 20 µM | AID 1434, 2008;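 active means mean inhibition across duplicate retests at 20 µM reaching about 50%, limit read from the data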;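 further: 0% = DMSO wells and 100% = wells with excess untagged CBFb-SMMHC; inhibitors lower the FRET ratio by blocking Runt binding to CBFb-SMMHC; some results filed as inactive read as strong as hits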
EBV gp42 inh = Epstein-Barr virus gp42 inhibitors, primary screen, biochemical, uHTS, fluorescence polarization. Glycoprotein 42 (Epstein-Barr virus (strain AG876)), Q1HVG2. Fluorescence polarization binding assay, mP read-out. inhibition, % (tested at 21.74 µM). 220,000 tested, 0.42% active. AID 1085, 2008; in the data active means inhibition above about 50%
CHOP inhibitor = inhibitors of CHOP promoter induction, primary screen, cell-based, unfolded protein response, luciferase reporter; 220,000 tested, 3.8% active; AID 2732, 2010; inhibition, % at 10 µM; CHO-K1 CHOP-promoter luciferase, tunicamycin-induced, 15-18 h;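 active means compounds that reduced the stress-induced luciferase reporter signal by more than about 70% of percent inhibition, limit read from the data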;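 further: 0% = tunicamycin plus vehicle and 100% = wells without tunicamycin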
TRPML3 ag = human TRPML3 channel agonists, primary screen, cell-based, HEK293 TRPML3-YFP, Fluo-8 calcium fluorescence, 3 µM | 220,000 tested, 0.29% active | activation, % at 3 µM | 100% = the carbachol control signal | Mucolipin-3 (Homo sapiens), Q8TDD5;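 active means activation above its plate's cutoff, the mean activation of the plate's test wells plus 3 SD, cut at about 12% in these data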;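 further: 0% = DMSO only wells and 100% = carbachol wells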
Target sequence (Q8TDD5 whole entry, looked up): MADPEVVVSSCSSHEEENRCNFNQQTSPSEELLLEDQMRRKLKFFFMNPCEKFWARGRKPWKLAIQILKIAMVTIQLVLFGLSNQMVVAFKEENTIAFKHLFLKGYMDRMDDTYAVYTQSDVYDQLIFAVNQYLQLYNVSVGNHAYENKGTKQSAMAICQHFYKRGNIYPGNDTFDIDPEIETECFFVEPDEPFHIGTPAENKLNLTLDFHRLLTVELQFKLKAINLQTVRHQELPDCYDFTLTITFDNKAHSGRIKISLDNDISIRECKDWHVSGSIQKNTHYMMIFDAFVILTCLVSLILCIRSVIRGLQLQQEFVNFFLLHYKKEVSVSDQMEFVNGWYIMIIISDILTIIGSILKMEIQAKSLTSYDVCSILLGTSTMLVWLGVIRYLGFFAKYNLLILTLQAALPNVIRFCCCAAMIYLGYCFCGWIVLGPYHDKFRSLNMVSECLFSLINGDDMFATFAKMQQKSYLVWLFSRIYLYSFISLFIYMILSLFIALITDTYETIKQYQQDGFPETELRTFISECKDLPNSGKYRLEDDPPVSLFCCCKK
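Test system – HEK293 line with stable expression of human TRPML3-YFP channel · Control set – carbachol 87 µM final as high control (100%), DMSO as low control (0%) · Signal – Fluo-8 calcium dye fluorescence, ex 470-495, em 515-575 nm · Incubation – 1-h 37 °C dye load, 5-s basal, 120-s post-compound reads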
MDM2 E3 inh = MDM2-luciferase reporter signal enhancers, primary screen, MDM2 E3 ligase inhibitor project, cell-based, luminescence, 1536-well; E3 ubiquitin-protein ligase Mdm2 (Homo sapiens), Q00987; cell-based MDM2 ubiquitination luciferase reporter, 2 h; 0 = plate control, 100 = twice control, blank-subtracted; signal enhancement, % at 5 µM; 210,000 tested, 0.11% active;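 active means signal enhancement of 30% or more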;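 further: luminescence tracks abundance of the self-degrading MDM2-luciferase fusion protein; higher signal means inhibition of MDM2 E3 ligase activity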
Target sequence (Q00987 whole entry, looked up, the tested form may be a part): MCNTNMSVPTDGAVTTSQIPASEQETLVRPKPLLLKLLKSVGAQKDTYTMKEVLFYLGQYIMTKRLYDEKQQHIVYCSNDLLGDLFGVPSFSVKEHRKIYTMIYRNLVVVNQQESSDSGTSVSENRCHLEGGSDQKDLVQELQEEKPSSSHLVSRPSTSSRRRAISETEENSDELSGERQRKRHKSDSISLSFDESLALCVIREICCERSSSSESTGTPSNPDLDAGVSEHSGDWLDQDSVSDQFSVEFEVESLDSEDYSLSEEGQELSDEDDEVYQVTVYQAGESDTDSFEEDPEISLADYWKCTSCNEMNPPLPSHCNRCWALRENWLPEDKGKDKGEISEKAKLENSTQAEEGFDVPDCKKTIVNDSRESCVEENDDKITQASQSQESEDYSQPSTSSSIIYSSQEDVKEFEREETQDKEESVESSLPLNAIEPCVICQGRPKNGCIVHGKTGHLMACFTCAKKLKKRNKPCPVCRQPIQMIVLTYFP
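Assay system: mammalian cells stably expressing self-ubiquitinating, self-degrading MDM2 E3–luciferase fusion. Quantity: 2000 cells in each well. Medium: DMEM culture medium. Compound dosing: single-point 5 µM. Timing: cell settling 4 h, compound treatment 2 h, both 37 °C. Technique: luciferase luminescence. Read-out basis: percent signal gain over controls, blank-subtracted. Benchmarks: plate controls and plate blanks.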
zfTRPN1 agonist = zebrafish TRPN1 channel agonists, primary screen, cell-based, HEK293, calcium fluorescence; AID 1424, 2008; HEK293 zebrafish TRPN1-YFP, Fluo-8 calcium fluorescence; 100% = response to 87 µM carbachol; transient receptor potential cation channel N1 (TRPN1/NompC), Danio rerio; 220,000 tested, 0.18% active; activation, % at 3 µM;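 active means activation above its plate's cutoff, the mean activation of test wells on that plate plus 3 SD, cut at about 19% in these data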;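 further: 0% = DMSO alone and 100% = 87 µM carbachol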
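Control set: carbachol 87 µM as high control, DMSO as low control; system: HEK293 stable line with zebrafish TRPN1-YFP; read-out: % activation versus carbachol response; detection: intracellular calcium fluorescence with Fluo-8; doses: single test compound dose, 3 µM nominal, 0.3% DMSO; schedule: dye 1 h 37 °C plus 30 min RT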
NCF1 inh = p47phox/p22phox peptide binding inhibitors, primary screen, biochemical, uHTS, NADPH oxidase regulatory subunit. Neutrophil cytosol factor 1 (Homo sapiens), P14598. fluorescence polarization, 2 h. inhibition, % at 24.7 µM. 220,000 tested, 0.53% active. AID 1274, 2008;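 active means inhibition above about 30%, limit read from the data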;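 further: 0% = p47phox with labelled peptide and 100% = labelled peptide alone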
TNF death inh = inhibitors of TNF-alpha triggered necroptosis, primary screen, cell-based, Jurkat FADD-/-, single concentration; Jurkat FADD-/- TNF necroptosis rescue, ATP luminescence, 24 h; 0 = TNF only, 100 = no-TNF cells; activation (protection from cell death), % at 10 µM; 220,000 tested, 0.068% active;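 active means activation, meaning protection from cell death, of at least 50% relative to plate controls; inactive means activation below 50%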;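 further: necroptosis triggered by 40 ng/mL TNF-alpha added together with compound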
An asterisk follows results filed as active; · = not tested or not shown.

Compound	PPC-1+TRAIL kill	Runt-SMMHC FRET	EBV gp42 inh	CHOP inhibitor	TRPML3 ag	MDM2 E3 inh	zfTRPN1 agonist	NCF1 inh	TNF death inh
Cn1c(-c2ccc(-c3ccccc3)cc2)c[nH]c1=S	11	2	-18	21	-1.1	-7	-2.4	-10	-4.2
Cc1nc2sc(C(c3ccccc3)N3CCN(C)CC3)c(O)n2n1 (centres undefined)	4	-4	-4	28	·	-15	·	6	4.6
COc1ccc(-n2nccc2-c2nn(-c3cccc(OC)c3)c(=O)n(C)c2=O)cc1	-3	0	3	10	0.3	1	-0.9	2	1.9
Cc1sc2nc(-c3ccccc3)[nH]c(=O)c2c1-c1ccccc1	11	-1	-20	0	0.9	4	0.0	-12	-0.7
COc1ccc(/C=N/NC(=O)c2ccc(O)cc2)cc1CN1CCCc2ccccc21	10	0	-4	10	0.3	-7	-1.9	-97	-2.8
COc1ccc(/C=N\NC(=O)COc2ccccc2Cl)cc1Cn1nc(C)cc1C	7	-2	5	81*	0.3	-24	-0.7	-17	-3.0
O=C(COc1ccc([N+](=O)[O-])cc1)Nc1cccnc1	-17	5	-14	7	-0.7	-8	-0.2	-6	0.5
COc1ccc(C(=O)C2CCCN(Cc3cn[nH]c3-c3ccccc3)C2)cc1OC (centres undefined)	12	-3	0	9	0.2	-1	0.3	-3	2.6
CCn1cc(C(=O)NCc2ccco2)c(=O)c2cc(S(=O)(=O)N3CCCCCC3)ccc21	38	-16	-1	35	0.3	-24	-1.1	-10	-11
COc1ccc(/C=C2/CCCC(C(=O)C(F)(F)F)=C2O)cc1OC	-15	3	-7	6	-1.2	-4	1.5	-8	13
CCc1ccc(OCC(=O)Nc2ncc3c(n2)CC(C)(C)CC3=O)cc1	22	-1	-14	67	0.8	-10	1.9	-12	0.0
CCCc1nc2ccccc2c(C(=O)OCC(=O)NCc2ccco2)c1CC	-4	0	23	-10	-0.3	-15	-0.5	-13	5.5
O=C(Cn1nnc2ccccc21)c1ccccc1	14	2	10	16	0.1	-1	1.6	4	-0.2
COC(=O)c1ccc(C2C(Oc3ccccc3)C(=O)N2CCc2ccc(OC)c(OC)c2)cc1 (centres undefined)	-28	0	-4	17	-1.1	-11	-1.6	-7	-2.6
Cc1ccc(-n2cc(CN3CCC(CO)(Cc4ccccc4)CC3)cn2)cc1	19	1	-4	21	1.4	-8	2.6	·	4.1
Cc1ccn2c(/C=N/OCc3ccc(F)cc3)c(-c3ccc(Cl)cc3)nc2c1	24	-2	8	38	0.6	-8	0.9	-8	-0.7
CCC(C)Nc1nc(OCC(F)(F)F)nc(OCC(F)(F)F)n1 (centres undefined)	5	0	3	15	-0.4	-1	-1.0	1	0.0
Cc1cc(C)c(C)c(S(=O)(=O)N2C(=S)NC(=O)C2CC(C)C)c1C (centres undefined)	24	-6	-11	-3	0.6	-3	0.0	-18	0.0
Cc1cccc(C)c1NC(=O)NN(C(=O)c1ccccc1)C(C)(C)C	12	-1	-9	-17	0.6	-7	0.0	-10	0.5
Cc1nc(SCC(=O)NC(=O)NC2CCCCC2)nc(C)c1C	0	16	-10	24	0.3	-6	-1.2	-11	12
COc1cc(/C=N/NC(=O)CNC(=O)c2cccs2)ccc1O	-23	6	-4	6	0.3	0	-0.5	-11	2.6
COc1ccc(N(CC(=O)Nc2cc([N+](=O)[O-])ccc2C)S(C)(=O)=O)cc1OC	7	-2	-9	-15	0.8	-9	2.4	7	6.1
CCC1CCCCN1Cc1nc(Cc2ccccc2Cl)no1 (centres undefined)	0	2	-4	-5	-0.3	-7	-0.1	6	3.1
O=C(CN1CCN(S(=O)(=O)c2ccc(F)cc2)CC1)Nc1cc(C(F)(F)F)ccc1Cl	3	2	-17	21	0.6	-5	0.1	-7	-4.0
CC(C)NC(=O)c1onc(CSc2ccc(Cl)cc2)c1C(=O)NC(C)C	2	-1	6	46	·	-6	·	-4	2.7
O=C(CSc1nnc(NC2CCCCC2)s1)NC1CCS(=O)(=O)C1 (centres undefined)	10	-8	-11	6	1.1	-5	-0.6	-12	0.6
Cn1cc(CN2CCC(C(O)CCc3ccccc3)CC2)c(-c2ccccc2F)n1 (centres undefined)	-8	0	7	0	1.4	-22	-0.9	3	0.7
Cc1ccc(NC(=O)CN2CCC(C(N)=O)CC2)cc1[N+](=O)[O-]	-9	-2	2	-2	0.7	-4	0.0	0	-1.2
FC(F)(F)c1cccc(N2CCN(Cc3ccoc3)CC2)c1	9	-6	-4	45	0.9	-4	-0.9	1	1.0
O=C(CSc1ccc(-c2ccccc2)nn1)NCc1ccco1	44	-4	-22	-4	0.1	0	-1.0	-2	-0.4
CC1CCN(c2nc3c(c(=O)[nH]c(=O)n3C)n2CCCc2ccccc2)CC1	32	1	-20	69	0.3	-11	-1.1	-24	-3.8
Nc1nc(CSc2n[nH]c(-c3ccccc3)n2)nc(Nc2ccccc2)n1	23	-1	-1	22	0.7	-1	4.0	-6	-7.0
COc1ccc(N(C)C(=O)CCS(=O)(=O)c2cccc3nonc23)c(OC)c1	21	0	0	-9	1.2	-5	1.8	1	0.3
Cc1nc2c(Cl)cc(Cl)cc2[nH]1	13	0	-8	41	0.7	0	2.0	0	-2.1
CC(=O)Nc1ccc(S(=O)(=O)N2CCSC2c2ccco2)cc1 (centres undefined)	24	-4	-5	30	0.2	-7	0.6	-5	2.0
Cc1ccc(CC(NC(=O)c2ccccc2)C(=O)NCC(=O)O)cc1 (centres undefined)	18	-1	7	2	0.0	-3	-0.4	-1	-0.2
Cc1cc(C)cc(-n2c(C)cc(/C=N\NC(=O)COc3cccc4cccnc34)c2C)c1	3	-1	2	61	-0.2	·	-0.2	-30	2.9
Cc1cc(C)c2c3c(sc2n1)C(=O)N(C)CC(=O)N3	-15	0	-7	33	1.2	-3	2.2	-14	0.2
CCOC(=O)c1ccccc1NC(=O)Cn1cnc2c(nnn2-c2ccc(C)cc2)c1=O	10	-4	-6	30	0.2	-9	0.1	-1	-1.3
CCc1ccc2nc3sc(C(=O)Nc4nnc(CC)s4)c(N)c3cc2c1	17	20	17	76*	1.5	-12	1.4	-35	-0.3
CCS(=O)(=O)N1CCCC(C(=O)NC2CCC(C)CC2)C1 (centres undefined)	3	-1	2	22	0.5	-9	-0.2	-3	0.0
CC(C)CC(OC(=O)c1ccco1)C(=O)NCC1CCCO1 (centres undefined)	12	-1	-7	-15	0.0	-27	0.6	-2	-2.5
COc1cc(NC(=S)N2CCN(C(=O)C3CCCO3)CC2)c(OC)cc1Cl (centres undefined)	1	-1	2	14	0.7	-9	0.7	-6	2.4
Cc1cc(NC(=O)NC(C(F)(F)F)C(F)(F)F)no1	-2	0	-7	14	1.3	-7	1.2	·	0.6
COc1ccccc1CNC(=O)c1cc2c(s1)CS(=O)(=O)C2	2	-2	-3	33	0.7	-7	3.1	-11	1.4
CC(=O)c1ccc(NC(=O)CN(C)CC(=O)Nc2cccc(F)c2)cc1	-6	2	4	4	1.7	-9	1.3	4	4.0
O=C(CN1CCN(Cc2ccccc2)CC1)N/N=C/c1ccco1	24	-1	-8	-9	-0.6	-6	1.6	-10	2.0
Cc1nn2c(N3CCN(CCO)CC3)c3c(nc2c1-c1ccccc1)CCCC3	9	-1	2	-22	0.9	-8	0.1	-6	3.4
COc1ccc(-c2nc(=S)c3c([nH]2)Oc2ccc(C)cc2C3)cc1O	27	-18	-1	31	0.1	-4	0.7	-15	-0.7
COC(C[C@H](O)[C@H](C)[C@@H](O)COCc1ccccc1)OC	1	0	-16	-1	·	14	·	-12	0.4
CCCc1cc(=O)oc2c(CN3CCCC3)c(O)c(Cl)cc12	7	160*	·	·	0.6	-27	0.7	·	-1.0
O=C(c1cccs1)c1coc2ccc(O)c(CN(CCO)CCO)c12	24	-7	-20	3	-0.2	-26	-0.5	-6	-1.6
COc1ccc(CC(=O)Nc2cc(C)on2)cc1	0	-4	-23	6	0.0	-3	0.7	-10	9.1
Cc1ccc(C2(c3noc(CN4CCC(C(=O)N5CCOCC5)CC4)n3)CCCC2)cc1	-3	2	11	21	0.5	-4	0.2	-1	-0.6
Clc1ccc(-c2nc3ccccc3n2OCc2ccccc2)cc1	-2	-2	6	81*	0.1	-2	-0.8	-15	-2.0
O=C(c1ccc2c(c1)N(Cc1ccc(F)cc1)C(=O)c1ccccc1S2(=O)=O)N1CCN(c2ccccn2)CC1	-4	0	5	-3	0.1	-5	0.4	-10	-13

Later entries:
Compound	PPC-1+TRAIL kill	Runt-SMMHC FRET	EBV gp42 inh	CHOP inhibitor	TRPML3 ag	MDM2 E3 inh	zfTRPN1 agonist	NCF1 inh	TNF death inh
CC(=O)Nc1cccc(/C(C)=N/NC(N)=S)c1	1	-2	-3	5	1.0	-10	0.4	0	-1.5
CCOC(=O)CC(NC(=O)Cn1nnc(-c2ccccc2Cl)n1)c1ccc(OC)cc1 (centres undefined)	12	-2	-4	25	2.8	-24	8.9	-10	1.3
O=C(Nc1nnc(SCc2ccc(F)cc2)s1)c1ccc2c(c1)C(=O)N(c1ccccc1Cl)C2=O	19	-4	2	16	0.7	0	0.2	-1	0.5
Cc1nc2sc(C(c3cccs3)N3CCOCC3)c(O)n2n1 (centres undefined)	-1	0	-3	15	0.8	-16	0.9	-5	0.9
CN(C)c1cccc2c1c(NC(=O)Nc1ccccc1)nn2C	6	-1	-3	17	-0.3	-8	-2.0	-15	6.4
O=C(CCCN1C(=O)/C(=C/c2cccs2)SC1=S)Nc1cccc(C(=O)O)c1	-3	0	-1	16	0.4	-9	0.8	-6	0.7
CCCOc1ccc(CCC(=O)O)cc1	7	-7	3	-12	0.8	-28	1.0	-2	0.8

Screening results as filed in PubChem.
